USP1-UAF1 inh = blocks the human USP1/UAF1 deubiquitinase complex; O94782; recombinant USP1/UAF1, Ub-Rhodamine cleavage fluorescence; Potency, µM (doses to about 57.1 µM), inactives show top-dose activity change, negative = inhibition, actives largely listed as inhibitors; 390,000 tested, 0.23% active; AID 743255; also: potency is read from the fitted curve at half-maximal effect; % is scaled to controls: 0 for no effect and ±100 for the full control effect; nearly all actives have a fitted effect of over 60% in size; inactives centre near -12
Target sequence (O94782 whole entry, looked up): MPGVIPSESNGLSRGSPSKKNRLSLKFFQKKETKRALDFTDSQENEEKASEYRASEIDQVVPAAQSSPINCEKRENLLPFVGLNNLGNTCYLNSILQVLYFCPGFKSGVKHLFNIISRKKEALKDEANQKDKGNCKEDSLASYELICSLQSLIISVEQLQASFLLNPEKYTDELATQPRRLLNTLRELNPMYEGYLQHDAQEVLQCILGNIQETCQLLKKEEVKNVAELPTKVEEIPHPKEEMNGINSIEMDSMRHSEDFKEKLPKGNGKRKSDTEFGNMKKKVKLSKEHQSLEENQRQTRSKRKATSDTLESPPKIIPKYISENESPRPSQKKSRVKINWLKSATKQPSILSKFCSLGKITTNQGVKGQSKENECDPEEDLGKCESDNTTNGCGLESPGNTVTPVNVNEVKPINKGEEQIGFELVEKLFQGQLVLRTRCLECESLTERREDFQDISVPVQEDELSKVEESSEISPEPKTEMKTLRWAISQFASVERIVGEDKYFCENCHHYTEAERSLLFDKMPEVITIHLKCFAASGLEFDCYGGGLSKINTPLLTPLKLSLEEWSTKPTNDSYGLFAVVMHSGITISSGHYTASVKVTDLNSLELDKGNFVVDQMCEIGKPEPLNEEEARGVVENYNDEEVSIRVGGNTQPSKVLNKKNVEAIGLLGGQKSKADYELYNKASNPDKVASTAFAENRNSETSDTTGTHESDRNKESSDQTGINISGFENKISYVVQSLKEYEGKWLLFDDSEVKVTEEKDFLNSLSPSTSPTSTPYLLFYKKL
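Step one: compound is pinned into 1nM USP1/UAF1 in HEPES pH 7.8 buffer with TCEP. Step two: 15 min room-temperature incubation. Step three: Ub-Rho (150nM final) starts cleavage, tracked by fluorescence over six one-minute reads.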
IDH1 R132H inh = human IDH1 R132H inhibition. O75874. IDH1-R132H enzyme, NADPH consumption, diaphorase/resazurin fluorescence. Potency, µM (highest dose often 76.6 µM), for inactives: top-dose activity change, negative = inhibition, hits mostly inhibitors. 390,000 tested, 0.093% active. AID 602179; also: potency is read from the fitted curve at half-maximal effect; % is scaled to controls: 0 for no effect and ±100 for the full control effect; nearly all actives have a fitted effect of over 65% in size
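IDH1-R132H (0.5 ug/mL dispensed) in pH 7.5 Tris buffer was preincubated 30 min with compound, then given a substrate mix of 0.016 mM NADPH and 2 mM alpha-KG for 80 min at room temperature; remaining NADPH was read by diaphorase/resazurin fluorescence.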
Vif-A3F inh = Vif-A3F binding inhibition; HeLa A3F-eYFP + Vif (tagged APOBEC3F with the HIV-1 protein that degrades it), YFP fluorescence increase; Potency, µM (highest dose often 46.1 µM), inactives show at the highest dose activity, negative = active; 390,000 tested, 0.2% active; AID 602313; also: potency is read from the fitted curve at half-maximal effect; % of control where 0% means no effect; nearly all actives have a fitted effect of over 65% in size
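HeLa cells stably expressing A3F-eYFP plus Vif, plated and incubated overnight at 37 deg C, then exposed to compounds overnight at 37 deg C. Blocked degradation read as raised yellow fluorescence (Ex 488/Em 500-530).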
GRP78 ERSR act = induces the endoplasmic reticulum stress response in human glioma cells. U87-MG GRP78 promoter luciferase reporter, 16 h. AID 602332. 420,000 tested, 0.02% active. Potency, µM, for inactives: at the top dose activation, hits mostly activators; also: potency is read from the fitted curve at half-maximal effect; series mostly up to about 76 µM; % of control where 0% means no effect; nearly all actives have a fitted effect of over 35% in size
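Stably transfected U87-MG human glioma cells carrying a GRP78-based luminescent sensor were seeded at 1000 cells/well, pin-dosed with compounds and incubated 16 h. Luciferase reagent was then added, and end-point luminescence was read after 10 min at room temperature.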
RGS4 inhibitor = human RGS4 inhibition; P49798; Transcreener GDP fluorescence polarization, RGS4-accelerated GTP hydrolysis; Potency, µM (titrated, usually from 114 µM), for the others: top-dose activity change, negative = inhibition, usual class: inhibitors; 390,000 tested, 0.039% active; AID 504845; also: potency is read from the fitted curve at half-maximal effect; % is scaled to controls: 0 for no effect and ±100 for the full control effect; nearly all actives have a fitted effect of over 75% in size; some results filed as inactive show a strong effect at the top dose
Target sequence (P49798 whole entry, looked up): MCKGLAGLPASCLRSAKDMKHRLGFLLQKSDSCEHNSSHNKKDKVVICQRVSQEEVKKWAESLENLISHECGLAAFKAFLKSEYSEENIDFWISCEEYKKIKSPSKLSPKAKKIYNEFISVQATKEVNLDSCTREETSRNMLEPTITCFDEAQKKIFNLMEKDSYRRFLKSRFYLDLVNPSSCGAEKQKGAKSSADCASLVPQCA
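MLSMR compounds (23 nl, pin-transferred) preincubated 10 min at room temperature with a 500nM (2x) first reagent, then RGS4 at 900nM (2x) plus Transcreener GDP mix added; fluorescence polarization (620/688 nm) read before and after 90 min at 30 °C.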
Vif-A3G inh = Vif-A3G binding inhibition; Q9HC16; HeLa A3G-eYFP + Vif (tagged APOBEC3G with the HIV-1 protein that degrades it), YFP fluorescence, overnight; Potency, µM (highest dose often 46.1 µM), without a hit: at the highest dose activity, negative = active, hits mostly inhibitors; 410,000 tested, 0.076% active; AID 602310;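 also: potency is read from the fitted curve at half-maximal effect; % is scaled to controls: 0 for no effect and ±100 for the full control effect; nearly all actives have a fitted effect of over 60% in size; hits raise eYFP signal because A3G escapes Vif-driven loss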
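Read-out is eYFP fluorescence (Ex 488/Em 500-530) from Vif-expressing HeLa A3G-eYFP cells; more signal means A3G escaped Vif-mediated degradation. Cells plated overnight, compound pinned in, incubated overnight at 37 deg C.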
TrxR1 substrate = substrates of rat thioredoxin reductase 1; 390,000 tested, 0.01% active; Potency, µM (doses to about 114 µM), for the others: top-dose activity change, negative = substrate turnover; purified TrxR1 substrate turnover, NADPH consumption readout; also: potency is read from the fitted curve at half-maximal effect; % is scaled to controls: 0 for no effect and ±100 for the full control effect; nearly all actives have a fitted effect of over 50% in size
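Rat TrxR1, dispensed at 90 nM, was prereduced with 400 uM NADPH (final) for 5 min at ~22 deg C, then incubated with compound 15 min before 400 uM selenite. A first-read NADPH fluorescence drop versus no-compound background flagged substrates.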
LDHA inh = LDHA (human) enzyme inhibition; purified LDHA, NADH/diaphorase-resazurin fluorescence; stronger effect = lower value; activity change, % (values are at about 110 or 230 µM); 480,000 tested, 0.15% active; AID 1347041; in the data active = activity change below about -30%; inconclusive = mostly about -25% to -30%;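 also: plate controls were DMSO wells for no effect and wells without enzyme for full effect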
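Human LDH5 (2 nM) was incubated with 0.06 mM NADH and 0.2 mM pyruvate for 5 min at room temperature in Tris pH 7.4. Remaining NADH was coupled through diaphorase/resazurin, and resorufin fluorescence was read at 0 and 20 min.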
TrxR1 inh = blocks rat thioredoxin reductase 1; Potency, µM (top dose mostly 114 µM), for inactives: top-dose activity change, negative = inhibition, hits mostly inhibitors; 390,000 tested, 1% active; O89049; recombinant rTrxR1, NADPH fluorescence consumption, selenite substrate; also: potency is read from the fitted curve at half-maximal effect; % is scaled to controls: 0 for no effect and ±100 for the full control effect; nearly all actives have a fitted effect of over 65% in size
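Rat TrxR1 (90 nM in the dispensed reagent) was pre-reduced with 400 uM NADPH for 5 min at room temperature, then incubated with compound for 15 min. After 400 uM selenite was added, NADPH fluorescence (Ex 340/Em 450 nm) was followed for 8 min.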
* marks the source's active call; other numbers are inactive results; ? = inconclusive; nt = no result given; [ ] = dose if it differs, or a comment. Unless noted, calls follow the shape of the dose curve; as a rule, active = well fitted curve in the direction sought with a large enough effect; inconclusive = small, poorly fitted or top-dose-only effect, or another doubt; inactive = no such curve, though single readings can be large; an effect the other way counts as inactive or inconclusive. A portion of the library. The share of hits here may be higher or lower than overall.

1) Cc1n[nH]c(C)c1CCNCc1ccc(OCC(O)CN2CCCCC2)cc1 (stereo not given)
2) N#Cc1cccnc1N1CCN(C(=O)c2cccs2)CC1
3) Cc1ccc(SCc2[nH]nc3c2C(c2ccc(C)o2)C(C#N)=C(N)O3)cc1 (stereo not given)
4) O=C(NCC1CCCO1)c1ccc2c(=O)n(-c3ccccc3)c(=S)[nH]c2c1 (stereo not given)
5) COCCN1C(=O)N(c2cccc(C)c2)C(=O)C1CC(=O)Nc1ccc(OC)cc1 (stereo not given)
6) O=C(Cn1nc2c(cc1=O)CCCC2)NCc1ccccc1
7) CCOc1ccccc1CNC(=O)C(C)n1nc(C)c2c(C)n(-c3ccccc3)nc2c1=O (stereo not given)
8) COC(=O)c1ccc(/C=C/C(=O)OCC(=O)Nc2cc(C)on2)cc1
compound no. | 1 | 2 | 3 | 4 | 5 | 6 | 7 | 8
USP1-UAF1 inh | -13% | -23% | -21% | -9% | -8% | -15% | -11% | -12%
IDH1 R132H inh | -4% | -20% | 7% | 7% | -6% | 0% | 0% | -3%
Vif-A3F inh | -7% | 2% | -9% | -1% | 1% | ? | 1% | 4%
GRP78 ERSR act | 1% | -1% | -1% | -4% | -3% | 0% | -2% | -4%
RGS4 inhibitor | 13% | 22% | ? | -8% | -6% | -2% | 24%[11.4 µM] | 5%
Vif-A3G inh | 4% | 2% | -3% | 2% | 4% | -28% | 2% | -2%
TrxR1 substrate | 9%[57.1 µM] | 26% | -1% | -6% | -3% | 3%[57.1 µM] | 1% | -2%[57.1 µM]
LDHA inh | -9 | -10 | 8 | -3 | 0 | -2 | -2 | -10
TrxR1 inh | 13%[57.1 µM] | 9% | -13% | 4%[57.1 µM] | 12% | 24%[57.1 µM] | 17% | 18%

9) CCN(C(=O)Cn1cc(S(=O)(=O)N2CCN(c3ccccc3F)CC2)c2ccccc2c1=O)c1ccc(C)c(C)c1
10) CCCn1c(=O)c2c(c3ccccc31)OC(C)C(=O)N2 (stereo not given)
11) COc1ccc(CN2C(=O)c3oc4ccc(F)cc4c(=O)c3C2c2ccc(O)cc2)cc1 (stereo not given)
12) Cc1ccc(C(=O)NC(=S)NCc2cccnc2)cc1
13) FC(F)Sc1ccc(-n2cc(-c3ccc(Cl)cc3)[n+]3c2CCC3)cc1
14) Cc1ccc(C(=O)N2Cc3ccccc3CC2C(=O)O)cc1 (stereo not given)
15) c1csc(-c2nc(CN3CCSCC3)cs2)c1
16) Cc1cc(C)nc(-n2nc(C)cc2Nc2ccccc2)n1
compound no. | 9 | 10 | 11 | 12 | 13 | 14 | 15 | 16
USP1-UAF1 inh | -6% | 2% | -10% | -17% | -15% | 4% | -4% | -21%
IDH1 R132H inh | 1% | 0% | 4% | 3% | 3% | 0% | 16% | 3%
Vif-A3F inh | -1% | -1% | -1% | -22% | -5% | -6% | 7% | 1%
GRP78 ERSR act | -2% | -1% | -2% | 2% | 1% | -1% | -11% | -3%
RGS4 inhibitor | 0% | 23% | -20% | ? | -6% | 18% | 21% | 10%
Vif-A3G inh | 3% | 1% | -1% | -1% | -5% | 0% | 1% | -5%
TrxR1 substrate | -5% | 11%[57.1 µM] | -1% | 3% | -7% | -4% | 6%[57.1 µM] | 7%[57.1 µM]
LDHA inh | -13 | 0 | 4 | 0 | -23 | 1 | -1 | -4
TrxR1 inh | 9% | 13%[57.1 µM] | 3% | -8% | 0% | 2% | 3%[57.1 µM] | 18%[57.1 µM]

17) CCOc1ccc(N2C(=O)CC(Sc3n[nH]c(-c4ccccc4)n3)C2=O)cc1 (stereo not given)
18) Cc1ccc(S(=O)(=O)CCC(=O)Nc2nccs2)cc1
19) COc1ccccc1CNC(=S)Nc1ccc(F)cc1
20) O=C(C[C@H]1C/C=C\C[C@H](Cc2ccc(F)cc2)C(=O)OC[C@@H]2CCCN2C1=O)N[C@H](CO)Cc1ccccc1
21) Cc1ccc(C(=O)NNC(=O)OC(C)(C)C)c(Cl)c1
22) C=CC[C@H](CC(=O)NCCO)C(=O)N[C@H](COC(=O)[C@@H](CC=C)Cc1ccc(F)cc1)Cc1ccccc1
23) COc1ccc(CC2=CC(=O)c3ccccc3C2=O)cc1
24) O=C(CN1CCCCC1)Nc1scc2c1c(=O)oc1ccccc12
compound no. | 17 | 18 | 19 | 20 | 21 | 22 | 23 | 24
USP1-UAF1 inh | -13% | -4% | -15% | 9% | -25% | 5% | ? | -8%
IDH1 R132H inh | 1% | 2% | -9% | -5% | 3% | -4% | -6% | -5%
Vif-A3F inh | 0% | -10% | 5% | -11% | nt | 2% | ? | 5%
GRP78 ERSR act | 3% | -3% | -1% | 0% | -11% | 1% | -5% | 6%
RGS4 inhibitor | -42% | 36% | -8% | 0% | 24% | 34% | ? | 2%
Vif-A3G inh | -2% | -3% | -8% | -1% | 1% | 1% | -28% | -1%
TrxR1 substrate | 6% | -1% | -5% | -1% | 0% | 1%[57.1 µM] | -8% | -7%
LDHA inh | -5 | 0 | -3 | -5 | -2 | -2 | 18 | -13
TrxR1 inh | 6.3µM* | ? | 11% | 2% | -4% | 7%[57.1 µM] | -14% | 6%

25) CC(=O)c1ccccc1OC(=O)CCN1C(=O)c2ccccc2C1=O
26) CCn1cc(/C=N/NC(=O)COc2cccc3cccnc23)c2ccccc21
27) CCc1ccc(N2C(=O)CN(CC(=O)OC)C2=S)cc1
28) O=C(N/N=C1/CCCc2ccccc21)C(c1ccccc1)c1ccccc1
29) O=S1(=O)CCN(OCc2ccc(Cl)cc2)CC1
30) CN(C)CC(C)(C)CNC(C(=O)Nc1ccc(Cl)cc1C(F)(F)F)c1ccccc1 (stereo not given)
31) CC(=O)c1cccc(NC(=O)C2CCN(c3nnc(-n4cccc4)s3)CC2)c1
32) O=C(Cn1cnc2c(cnn2-c2ccccc2)c1=O)c1ccc(Cl)cc1
compound no. | 25 | 26 | 27 | 28 | 29 | 30 | 31 | 32
USP1-UAF1 inh | -13% | -12% | -18% | -1% | -21% | -17% | -13% | -18%
IDH1 R132H inh | -7% | 2% | -11% | -1% | 0% | -6% | -4% | 6%
Vif-A3F inh | 11% | -9% | -18% | -9% | -11% | 5% | -11% | -11%
GRP78 ERSR act | -1% | -1% | -4% | -4% | 0% | -1% | -4% | 0%
RGS4 inhibitor | -12% | -17% | 1% | -2% | 4% | -11% | -21% | 5%
Vif-A3G inh | -5% | -13% | -1% | 0% | 8% | 2% | 2% | 1%
TrxR1 substrate | 1% | -13% | -9% | 9%[57.1 µM] | 0% | 1%[11.4 µM] | -3% | 0%
LDHA inh | -3 | -9 | -5 | -3 | -4 | -1 | -5 | -10
TrxR1 inh | 3% | -13% | -7% | 19% | 9% | 8%[11.4 µM] | -5% | 19%

33) Cc1ccc2[nH]c3c(c2c1)CN(C(=O)CN1CCN(Cc2ccc4c(c2)OCO4)CC1)CC3
34) CN(C)S(=O)(=O)c1ccc(C(=O)N2CCOCC2)cc1
35) CC(C)c1ccc(NC(=O)C(Cc2ccccc2)NS(=O)(=O)c2ccc3c(c2)CCC(=O)N3)cc1 (stereo not given)
36) CC1(C)CC(=O)C2=C(C1)Nc1ccccc1NC2c1ccc(F)cc1 (stereo not given)
37) COc1ccc(N2CCN(C(=O)CCn3nc(C)c(S(=O)(=O)N4CCCC4)c3C)CC2)cc1
38) O=C(CSc1nnc(-c2ccccc2)o1)Nn1cnnc1
39) O=[N+]([O-])c1cc(Cl)ccc1-c1nc(-c2ccccc2)no1
40) CCCNc1nc(C)cc(-c2cc(-c3ccccc3)on2)n1
compound no. | 33 | 34 | 35 | 36 | 37 | 38 | 39 | 40
USP1-UAF1 inh | -27% | -20% | -22% | -12% | -17% | -10% | -24% | -16%
IDH1 R132H inh | 2% | -1% | 9% | 0% | 0% | -4% | 0% | -3%
Vif-A3F inh | -3% | -6% | -5% | -10% | 6% | -4% | -3% | -6%
GRP78 ERSR act | -8% | -1% | -2% | -4% | -1% | -2% | 2% | -2%
RGS4 inhibitor | -15% | 29% | -21% | -7% | -7% | 6% | -11% | 8%
Vif-A3G inh | -2% | 0% | -2% | ? | 6% | 1% | -1% | -9%
TrxR1 substrate | 9%[57.1 µM] | 1% | 1% | -11% | 2%[57.1 µM] | 0%[57.1 µM] | 5% | 18%[57.1 µM]
LDHA inh | 2 | 0 | 4 | -2 | 6 | -6 | -7 | -9
TrxR1 inh | 2% | -3% | 27% | 1% | 3%[57.1 µM] | -10%[57.1 µM] | 8% | 25%[57.1 µM]

An excerpt from above in order of heavy-atom count, smallest number first:
38) O=C(CSc1nnc(-c2ccccc2)o1)Nn1cnnc1
40) CCCNc1nc(C)cc(-c2cc(-c3ccccc3)on2)n1
37) COc1ccc(N2CCN(C(=O)CCn3nc(C)c(S(=O)(=O)N4CCCC4)c3C)CC2)cc1
compound no. | 38 | 40 | 37
USP1-UAF1 inh | -10% | -16% | -17%
IDH1 R132H inh | -4% | -3% | 0%
Vif-A3F inh | -4% | -6% | 6%
GRP78 ERSR act | -2% | -2% | -1%
RGS4 inhibitor | 6% | 8% | -7%
Vif-A3G inh | 1% | -9% | 6%
TrxR1 substrate | 0%[57.1 µM] | 18%[57.1 µM] | 2%[57.1 µM]
LDHA inh | -6 | -9 | 6
TrxR1 inh | -10%[57.1 µM] | 25%[57.1 µM] | 3%[57.1 µM]

Screens from PubChem.
